D2 antag: HTS Assay for Allosteric Antagonists of the Human D2 Dopamine Receptor: Primary Screen for Antagonists | HEK293 TREx D2 cells, calcium flux, dopamine EC80 | inhibition, % at 10 µM | 340,000 tested, 2% active; in the data active = inhibition above about 30%; note: 0% is about no effect
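In this primary screen, negative modulation is detected by tracking calcium flux after an EC80 dopamine challenge in inducible HEK293 T-REx D2 cells preexposed to test compound for 180 s.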
12-LOX inh: Primary qHTS assay for inhibitors of human arachidonate 12S-lipoxygenase (ALOX12): Round 2. Polyunsaturated fatty acid lipoxygenase ALOX12 (Homo sapiens), P18054. purified 12hLO, xylenol orange hydroperoxide absorbance. Potency, µM (titrated, usually from 108 µM), for inactives: top-dose activity change, negative = inhibition, most hits filed as inhibitors. 580,000 tested, 1.1% active. AID 1671190, 2021; note: potency is the fitted concentration of half-maximal effect; % is set by controls: 0 for no effect and ±100 for the full control effect
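Purified human 12hLO at 150 nM in 25 mM Hepes, 0.01% Triton X-100, pH 7.0, preincubated 15 min at room temperature with compound. Reaction started with 40 uM arachidonic acid, 30 min at room temperature. Hydroperoxide measured by Fe-xylenol orange, 573/405 nm absorbance ratio.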
Glioma ERSR ind: qHTS for Inducers of the Endoplasmic Reticulum Stress Response (ERSR) in Human Glioma: qHTS | U87-MG GRP78 promoter luciferase reporter, 16 h | Potency, µM, for the others: top-dose activation, hits mostly activators | 420,000 tested, 0.02% active; note: potency is the fitted concentration of half-maximal effect; series mostly up to about 76 µM; % of control where 0% means no effect; nearly all actives have a fitted effect of over 35% in size
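Stably transfected U87-MG human glioma cells carrying a GRP78-based luminescent sensor were seeded at 1000 cells/well, pin-dosed with compounds and incubated 16 h. Luciferase reagent was then added, and end-point luminescence was read after 10 min at room temperature.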
D2 ag: HTS Assay for Allosteric Agonists of the Human D2 Dopamine Receptor: Primary Screen for Agonists; D(2) dopamine receptor (Homo sapiens), P14416; HEK293 T-REx D2 cells, calcium flux agonist mode; activation, % at 2 µM; 340,000 tested, 0.53% active; AID 485358, 2010;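 active = activation over 3 SD above normal in the single-dose calcium agonist read, cut at about 30% in these data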; note: 0% is about no effect
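Calcium-flux readout, 1 cycle/sec over 180 s following compound pin transfer, in inducible HEK293 Trex D2 cells (force-coupled); dopamine controls included. Positive calcium responses during this window marked compounds as potential agonists.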
Vif-A3F inh: qHTS for Inhibitors of Vif-A3F Interactions: qHTS | HeLa A3F-eYFP + Vif (tagged APOBEC3F with the HIV-1 protein that degrades it), YFP fluorescence increase | Potency, µM (doses to about 46.1 µM), for inactives: top-dose activity, negative = active | 390,000 tested, 0.2% active | AID 602313, 2012; note: potency is the fitted concentration of half-maximal effect; % of control where 0% means no effect; nearly all actives have a fitted effect of over 65% in size
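HeLa cells stably expressing Vif plus C-terminally eYFP-tagged A3F were seeded, incubated overnight at 37 deg C, dosed with compound, incubated overnight again at 37 deg C. Yellow fluorescence (Ex 488/Em 500-530) reported blocked Vif-mediated A3F-eYFP degradation.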
LDHA block: qHTS assay for inhibitors of human lactate dehydrogenase. activity change, % (values are at about 110 or 230 µM). AID 1347041, 2019. L-lactate dehydrogenase A chain (Homo sapiens), P00338. purified LDHA, NADH/diaphorase-resazurin fluorescence; hits give low values. 480,000 tested, 0.15% active; in the data active = activity change below about -30%; inconclusive = mostly about -25% to -30%;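 note: plate controls were DMSO wells for no effect and wells without enzyme for full effect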
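Resorufin fluorescence (ex540/em590), read at 0 and 20 min after diaphorase/resazurin addition, reports the NADH left after a 5 min room-temperature reaction of 2 nM human LDH5 with 0.06 mM NADH and 0.2 mM pyruvate.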
RGS4 inh: Inhibitors of Regulator of G Protein Signaling (RGS) 4: qHTS; Potency, µM (highest dose often 114 µM), without a hit: top-dose activity change, negative = inhibition, usual class: inhibitors; 390,000 tested, 0.039% active; Transcreener GDP fluorescence polarization, RGS4-accelerated GTP hydrolysis; note: potency is the fitted concentration of half-maximal effect; % is set by controls: 0 for no effect and ±100 for the full control effect; nearly all actives have a fitted effect of over 75% in size; some results filed as inactive show a strong effect at the top dose
Target sequence (P49798 whole entry, looked up): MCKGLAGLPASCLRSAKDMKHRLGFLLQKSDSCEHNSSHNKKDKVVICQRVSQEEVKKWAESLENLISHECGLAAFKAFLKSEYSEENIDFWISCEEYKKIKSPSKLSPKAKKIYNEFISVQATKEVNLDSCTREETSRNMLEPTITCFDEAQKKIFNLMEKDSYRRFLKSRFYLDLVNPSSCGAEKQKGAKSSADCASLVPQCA
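MLSMR compounds (23 nl, pin-transferred) preincubated 10 min at room temperature with a 500nM (2x) first reagent, then RGS4 at 900nM (2x) plus Transcreener GDP mix added; fluorescence polarization (620/688 nm) read before and after 90 min at 30 °C.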
Vif-A3G inh: qHTS for Inhibitors of Vif-A3G Interactions: qHTS; AID 602310, 2012; 410,000 tested, 0.076% active; Potency, µM (top dose mostly 46.1 µM), without a hit: top-dose activity, negative = active, hits mostly inhibitors; HeLa A3G-eYFP + Vif (tagged APOBEC3G with the HIV-1 protein that degrades it), YFP fluorescence, overnight;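 note: potency is the fitted concentration of half-maximal effect; % is set by controls: 0 for no effect and ±100 for the full control effect; nearly all actives have a fitted effect of over 60% in size; hits raise eYFP signal because A3G escapes Vif-driven loss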
Target sequence (Q9HC16 whole entry, looked up): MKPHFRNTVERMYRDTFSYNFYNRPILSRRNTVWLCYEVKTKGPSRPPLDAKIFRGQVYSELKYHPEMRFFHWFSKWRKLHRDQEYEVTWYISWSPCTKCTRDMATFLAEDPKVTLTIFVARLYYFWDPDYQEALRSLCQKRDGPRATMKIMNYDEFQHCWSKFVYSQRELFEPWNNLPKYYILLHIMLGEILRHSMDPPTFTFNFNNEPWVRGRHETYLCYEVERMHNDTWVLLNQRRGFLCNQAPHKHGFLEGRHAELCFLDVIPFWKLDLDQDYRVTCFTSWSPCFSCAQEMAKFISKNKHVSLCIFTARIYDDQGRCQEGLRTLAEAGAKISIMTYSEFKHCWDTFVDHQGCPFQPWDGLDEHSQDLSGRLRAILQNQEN
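Read-out is eYFP fluorescence (Ex 488/Em 500-530) from Vif-expressing HeLa A3G-eYFP cells; more signal means A3G escaped Vif-mediated degradation. Cells plated overnight, compound pinned in, incubated overnight at 37 deg C.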
ERG-DNA inh: qHTS for Small Molecule Inhibitors of the ERG Ets/DNA interaction. fluorescence polarization, His-ERG Ets domain / labelled DNA. Potency, µM (top dose mostly 76.9 µM), for the others: at the highest dose FP activity, negative = inhibition, usual class: inhibitors. 370,000 tested, 0.028% active. AID 624246, 2012; active = well fitted inhibition curve with a large enough effect in the polarisation, with a control signal flat; inconclusive = small, poorly fitted or top-dose-only effect, or effect the other way, or a change in a side signal; inactive = no such curve, though single readings can be large or run the other way; the % refers to the polarisation;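 note: polarization taken with two DNA probes labelled with fluorescein and Texas red; potency is the fitted concentration of half-maximal effect; % of control where 0% means no effect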
Target sequence (P11308 whole entry, looked up, the tested form may be a part): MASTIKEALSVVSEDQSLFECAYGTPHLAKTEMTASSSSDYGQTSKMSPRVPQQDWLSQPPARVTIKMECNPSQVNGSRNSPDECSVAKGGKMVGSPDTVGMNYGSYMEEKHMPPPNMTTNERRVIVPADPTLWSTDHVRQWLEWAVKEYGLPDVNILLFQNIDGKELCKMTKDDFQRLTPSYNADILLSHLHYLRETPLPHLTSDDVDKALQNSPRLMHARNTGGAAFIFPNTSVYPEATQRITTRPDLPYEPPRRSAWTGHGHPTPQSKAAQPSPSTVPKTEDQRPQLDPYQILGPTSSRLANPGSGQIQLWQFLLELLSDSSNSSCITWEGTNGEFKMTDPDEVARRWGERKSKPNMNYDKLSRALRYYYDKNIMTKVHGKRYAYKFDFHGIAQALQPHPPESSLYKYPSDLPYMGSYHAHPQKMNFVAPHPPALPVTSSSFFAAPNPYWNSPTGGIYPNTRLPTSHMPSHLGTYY
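His-tagged ERG Ets domain (1 uM in the protein solution; 300mM KCl, 50mM Tris-HCl, 1mM EDTA, 1mM DTT, pH 7.5) received compound, then a probe mix of 5 nM fluorescein-DNA and 100nM Texas-615-DNA. Fluorescence polarization was read for both dyes.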
* = called active by the depositor; ? = inconclusive; nt = not tested or not shown; [ ] = remark or other dose. Unless noted, calls come from the whole dose curve; as a rule, active = well fitted curve in the direction sought with a large enough effect; inconclusive = small, poorly fitted or top-dose-only effect, or another doubt; inactive = no such curve, though single readings can be large; an effect the other way counts as inactive or inconclusive. Only part of the results is shown (hit frequency here may not be typical).

SMILES	D2 antag	12-LOX inh	Glioma ERSR ind	D2 ag	Vif-A3F inh	LDHA block	RGS4 inh	Vif-A3G inh	ERG-DNA inh
CC1(C)CC(N(Cc2ccc(F)cc2)C(=O)c2ccc(F)cc2)CCO1 (configuration not stated)	5	4%	-2%	-0.3	6%	-6	-11%	1%	-14%
CCOC(=O)N1CCN(C(=O)C2CCC(=O)N(Cc3ccccc3OC)C2)CC1 (configuration not stated)	nt	-1%	3%	nt	0%	-8	nt	1%	nt
O=C(CN1C(=O)COc2ccccc21)NCCC1=CCCCC1	-11	19%	0%	-0.7	-2%	-3	-10%	2%	nt
O=C(COc1ccccc1[N+](=O)[O-])Nc1cc(Cl)ccc1C(=O)O	-6	-23%	6%	-1.5	-2%	-8	19%[56.9 µM]	-6%	-2%
Cc1ccc(N(CC(=O)NC2CCCC2)C(=O)CCC(=O)Nc2nccs2)c(C)c1	12	-11%	-1%	-0.6	8%	-6	-4%	0%	2%
CCC1Oc2ccc(C)cc2N(CC(=O)NCCCN2CCCCC2C)C1=O (configuration not stated)	4	-2%	-2%	-0.6	-6%	-2	11%	-1%	-11%
CCC(c1nnnn1Cc1ccccc1)N(Cc1cc2cc(OC)ccc2[nH]c1=O)CC1CCCO1 (configuration not stated)	9	?	-4%	0.9	3%	1	-18%	-10%	-7%
COc1ccc(C)cc1NC(=O)COc1cc(=O)n(C)c2ccccc12	nt	-17%	-3%	0.1	-1%	-5	2%	-1%	-2%
COc1cccc2cc(C(N)=O)oc12	-10	-11%	0%	-0.1	-2%	-1	5%	0%	0%
COc1ccc(-c2cc(NC=O)c3ncc(-c4ccc(OC)c(OC)c4)n3c2)cc1	nt	?	0%	nt	nt	9	nt	?	nt
CCc1ccc(NC(=O)CNC(=O)[C@@H]2Cc3ccccc3CN2C(=O)OC(C)(C)C)cc1	-14	0%	0%	-1.0	-11%	0	-9%	-5%	-8%
C/C(=N/NC(=O)c1ccc(Br)o1)c1ccncc1	38*	9%	0%	-0.6	6%	-7	-5%	-4%	-3%
COC(=O)c1ccc(NC(=O)CSc2ccc(-c3cccs3)nn2)cc1	nt	-6%	-3%	-0.4	1%	1	-18%	-4%	-1%
C=CCc1cccc2ccc(=O)oc12	7	-21%	-5%	-0.9	2%	-6	-22%	-1%	-27%
COC(=O)c1nc2n(n1)C(c1ccc([N+](=O)[O-])cc1)C(C(=O)Nc1ccc(Cl)cc1)=C(C)N2 (configuration not stated)	1	0%	1%	1.0	-3%	-10	-21%	-11%	-22%
CCCCN(CCCC)CCNC(=O)c1cc(=O)[nH]c2ccc(S(=O)(=O)N3CCCCCC3)cc12	nt	-18%	-3%	-0.6	-1%	-4	-6%	0%	2%
Cc1ccc2nc(Cc3ccc(N)cc3)oc2c1	8	48%[activator]	0%	-0.7	nt	-4	28%	0%	-5%
Cc1noc(Cn2c(=O)c3cc4c(cc3n(CC(=O)Nc3ccccc3F)c2=O)OCO4)n1	nt	6%	-4%	0.4	-5%	0	-1%	-3%	1%
O=C(CCCN1C(=O)c2ccccc2C1=O)N1CCOCC1	2	22%	-4%	0.2	-10%	-3	12%	0%	7%
CC1(C)CC(=O)C(Sc2ccccc2C(=O)O)=C(O)C1	-2	-9%	-2%	0.1	14%	-7	-12%	0%	5%
COc1ccc(OCC(O)CNC(=O)Nc2cc(F)ccc2C)cc1 (configuration not stated)	38*	18%	-1%	-0.4	-4%	-1	13%	-7%	3%
O=C(CC1CCCC1)N1CCN(S(=O)(=O)c2cccc(Br)c2)CC1	nt	-53%	-5%	nt	-1%	-3	nt	2%	nt
COc1cc(C)c(/C=C(\C#N)C(=O)Nc2ccc(C)cc2)cc1C(C)C	75*	2%	-2%	0.3	11%	-4	12%	3%	5%
O=C(c1ccoc1)N1CCC2(CC1)Oc1ccc(F)cc1C(=O)C21CC(c2ccccc2)=NO1 (configuration not stated)	11	-8%	-1%	0.6	1%	-8	19%	-2%	5%
CSc1ccc(S(=O)(=O)NCC(=O)OCC(=O)N(C)CC(=O)Nc2ccc(F)cc2)cc1[N+](=O)[O-]	nt	?	-15%	nt	11%	-5	-14%	-12%	-7%
CCOP(=O)(OCC)C(NC(=O)Nc1ccc(Cl)c(Cl)c1)C(N)=O (configuration not stated)	4	?	-4%	-0.3	0%	-2	28%	-11%	6%
CCC1S/C(=N/C(=O)NC2CCCCC2)NC1=O (configuration not stated)	-14	0%	-6%	-0.8	5%	-2	-2%	-24%	-1%
Cc1ccc(S(=O)(=O)N2CCN(C(=O)COC(=O)/C=C/c3cccc([N+](=O)[O-])c3)CC2)c(C)c1	nt	-12%	0%	nt	2%	-6	10%	0%	nt
CC(=O)NC(c1cc(Cl)c2cccnc2c1O)C(C)C (configuration not stated)	-7	?	-2%	-0.2	8.9µM*	17	16%	-6%	nt
COc1ccc(NC(=O)CC2Nc3ccccc3NC2=O)c([N+](=O)[O-])c1 (configuration not stated)	-7	11%	0%	0.3	-7%	-2	3%	-1%	1%

The closing 3 records of the section before open the next one.
SMILES	D2 antag	12-LOX inh	Glioma ERSR ind	D2 ag	Vif-A3F inh	LDHA block	RGS4 inh	Vif-A3G inh	ERG-DNA inh
Cc1ccc(S(=O)(=O)N2CCN(C(=O)COC(=O)/C=C/c3cccc([N+](=O)[O-])c3)CC2)c(C)c1	nt	-12%	0%	nt	2%	-6	10%	0%	nt
CC(=O)NC(c1cc(Cl)c2cccnc2c1O)C(C)C (configuration not stated)	-7	?	-2%	-0.2	8.9µM*	17	16%	-6%	nt
COc1ccc(NC(=O)CC2Nc3ccccc3NC2=O)c([N+](=O)[O-])c1 (configuration not stated)	-7	11%	0%	0.3	-7%	-2	3%	-1%	1%
Cc1cc(=O)[nH]c(SCc2ccc(Cl)cc2)n1	nt	?	-3%	nt	6%	-4	-4%	0%	0%
Cc1ccc(N2CCN(S(=O)(=O)c3cc(Br)cc4c3N(C(=O)C3CC3)CC4)CC2C)cc1 (configuration not stated)	nt	0%	-3%	0.2	-13%	-7	18%	3%	2%
CCN(CC)S(=O)(=O)c1ccc(OC(C)C)c(NC(=O)C2=COCCO2)c1	0	-19%	-1%	-1.4	-2%	2	-9%	-1%	nt
COC(=O)c1ccc(NC(=O)N2CCC(O)(c3cccnc3)CC2)cc1	10	485%[activator]	2%	-0.6	7%	1	-22%	3%	-13%
Cc1ccc(C(=O)N(Cc2ccc(N(C)C)cc2)CC2CCCO2)cc1 (configuration not stated)	nt	-8%	7%	nt	-2%	4	-5%	-3%	5%
COc1ccc(OC(C)C(=O)Nc2cccnc2)cc1 (configuration not stated)	6	-17%	-2%	-0.2	3%	0	-44%	-2%	-4%
O=S(=O)(NCc1ccc(Cl)cc1)NCc1ccccc1F	nt	-4%	-1%	nt	1%	-1	10%	-7%	-3%
O=C(NC1CCCCC1)C(C1CC1)N1CCc2ccccc2C1 (configuration not stated)	nt	?	-4%	nt	nt	-9	nt	-3%	nt
COc1cc(C(=O)NCC(=O)NNC(=O)CN(C)S(=O)(=O)c2ccc(Cl)cc2)cc(OC)c1OC	nt	3%	-4%	nt	14%	1	-27%	-1%	17%
COc1ccccc1NC(=O)C1CCN(S(=O)(=O)c2ccc3c(c2)CC(C)N3C(C)=O)CC1 (configuration not stated)	-13	-4%	-6%	-0.1	-1%	-2	3%[11.4 µM]	-2%	3%
CS(=O)(=O)c1cccc(-c2nnc(NC(=O)CCS(=O)(=O)c3ccccc3)o2)c1	7	4%	-2%	0.1	1%	0	9%	-3%	3%
FC(F)(F)c1ccc(-c2cccc3c2C2CC3CCN2C(=S)NCCc2ccccc2)cc1 (configuration not stated)	nt	36%[activator]	-3%	nt	nt	-10	nt	-4%	nt
CCOC(=O)c1nnn(CC(=O)NC(=O)Nc2ccccc2F)c1C(=O)OCC	nt	?	-8%	1.2	2%	-10	25%	0%	0%
CN(C)S(=O)(=O)c1cccc(NC(=O)c2ccc(-n3cncn3)c([N+](=O)[O-])c2)c1	-27	?	-5%	-0.1	9%	-3	0%	0%	-8%
Cc1cccc(NCN2C(=O)C3C4C=CC(C4)C3C2=O)c1 (configuration not stated)	-15	-1%	3%	-0.1	0%	-5	-2%	1%	nt
CC1CCCC(C)N1CCCNC(=O)CN1C(=O)c2cccnc2Oc2ccc(Cl)cc21 (configuration not stated)	-11	160%[activator]	-4%	-0.2	-2%	-2	6%	0%	3%
Cc1nn(CC(=O)NN)c(C)c1Br	-1	268%[activator]	-4%	-0.1	0%	0	5%	0%	3%
COc1cccc(OCC(=O)NNC(=O)CCc2ccccc2)c1	6	22%	-3%	-0.2	-4%	-4	-10%	1%	0%
O=C(CSc1ccccn1)Nc1ccc2c(c1)oc1ccccc12	11	-9%	2%	-1.3	4%	-6	-39%	2%	-2%
